Source: PubChem
NALP3 yeast inh: NALP3 inhibition in yeast. Yeast reconstituted NLRP3/ASC/caspase-1, beta-gal luminescence, 24 h. inhibition, % at 10 µM. actives 0.39% (n = 330,000);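 active = inhibition of 50% or more; inactive = inhibition below 50%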;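 also: plate controls were induced DMSO wells for no effect and uninduced yeast grown without galactose for full effect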
TIM10 inh: growth inhibitors of TIM10 yeast strain; AID 463195; S. cerevisiae TIM10 strain growth, BacTiter-Glo luminescence, 24 h; actives 1.4% (n = 330,000); inhibition, % at 10 µM;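 active = inhibition of 40% or more at the single tested concentration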;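 also: wild-type TIM10 isogenic control strain grown at permissive 25 °C; 0% = DMSO yeast wells and 100% = minimal medium wells without yeast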
tim10-1 inh: inhibits growth of tim10-1 mutant yeast; S. cerevisiae tim10-1 ts strain growth, BacTiter-Glo, 24 h; inhibition, % at 20 µM; actives 2.2% (n = 330,000);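 active = inhibition of at least 40%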;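 also: mutant grown at 25 °C; 0% = DMSO wells with yeast and 100% = wells holding no yeast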
MPTP block: permeability transition pore inhibition; isolated mouse mitochondria, Ca2+ swelling absorbance, 30 min; inhibition, % at 10 µM; actives 1.4% (n = 360,000);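 active = inhibition of 50% or more, scaled per plate between neutral and stimulator controls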;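 also: 0% = DMSO wells given calcium and 100% = 1 mM EGTA wells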
APJ antag: APJ receptor antagonism; P35414; CHO-K1 APJ beta-arrestin complementation, luminescence; actives 0.32% (n = 330,000); inhibition, % at 20 µM;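 active = inhibition above about 40% at 20 µM, limit read from the data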;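 also: cells challenged with 10 nM apelin-13 agonist together with compound; plate controls were apelin-13 plus DMSO wells for no effect and DMSO wells lacking apelin-13 for full effect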
Target sequence (P35414 whole entry, looked up): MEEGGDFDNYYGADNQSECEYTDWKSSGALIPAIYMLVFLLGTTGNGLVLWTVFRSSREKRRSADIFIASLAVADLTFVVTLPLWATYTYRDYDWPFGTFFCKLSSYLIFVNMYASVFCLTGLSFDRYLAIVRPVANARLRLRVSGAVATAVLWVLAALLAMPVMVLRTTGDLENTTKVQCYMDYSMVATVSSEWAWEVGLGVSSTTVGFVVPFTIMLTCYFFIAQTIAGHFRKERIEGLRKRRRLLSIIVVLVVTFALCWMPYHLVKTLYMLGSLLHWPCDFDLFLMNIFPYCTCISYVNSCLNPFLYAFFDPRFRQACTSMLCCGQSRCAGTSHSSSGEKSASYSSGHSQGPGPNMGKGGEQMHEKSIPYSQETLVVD
tim23-1 inh: growth inhibitors of tim23-1 mutant yeast | S. cerevisiae tim23-1 growth, BacTiter-Glo luminescence, 24 h | inhibition, % at 20 µM | actives 1.3% (n = 330,000);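 active = growth inhibition of the mutant yeast at or above 50%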;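 also: temperature-sensitive mutant grown at 25 °C; plate controls were DMSO-treated mutant yeast for no effect and medium wells lacking yeast for full effect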
MIN6 prolif: inducers of beta-cell replication in MIN6 cells; MIN6 cells proliferation, ATPlite luminescence, 48 h; cells starved in 0.2% serum; 100% = growth in 10% serum; proliferation, % at 10 µM; actives 0.29% (n = 330,000); AID 2380;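 active = compounds whose signal lies at least 3.5 SD above the mean of all wells on their plate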;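 also: 0% = DMSO-treated cells in low-serum medium and 100% = 10% serum control; some compounds called inactive have numbers as strong as hits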
APJ ag: agonists of human APJ apelin receptor. P35414. CHO-K1 APJ PathHunter beta-arrestin, luminescence; 0% DMSO wells, 100% apelin. activation, % at 20 µM. actives 0.11% (n = 330,000);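 active = activation more than six SD over the plate average, tested at 20 µM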;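 also: 0% = DMSO alone and 100% = apelin-13 at 10 nM; some results filed as inactive read as strong as hits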
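Incubation: overnight seeding, 90 min compound at 25 °C, 1 h detection; test system: PathHunter CHO-K1 APJ (AGTRL-1) beta-arrestin reporter cells; amount: 1000 cells/well; doses: one dose, 20 µM compound, 1% DMSO; measured by: beta-gal luminescence; measure: agonist-driven arrestin binding to APJ; benchmarks: negative DMSO alone, positive Apelin-13 at 10 nM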
NR3A LBD binder: modulates the human NR3A ligand-binding domain | NR3A LBD differential scanning fluorimetry, Tm shift; 0% = protein alone, 100% = glycine-bound protein | Tm shift relative to glycine control, % at 25 µM | actives 2.5% (n = 340,000) | AID 1259313;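 active = melting temperature shift of at least 10% of the positive control shift, at one fixed dose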
* hit, by the source's call.

SMILES	NALP3 yeast inh	TIM10 inh	tim10-1 inh	MPTP block	APJ antag	tim23-1 inh	MIN6 prolif	APJ ag	NR3A LBD binder
Cc1ccc(C)n1-c1ccccc1N1CCCCC1	-12	0	3	9.9	7	0	-1	-2	1
COn1c(=O)c(-c2cccc(Br)c2)[n+]([O-])c2ccccc21	14	4	23	0.3	12	31	1	0	1
O=C(CN1C(=O)c2ccccc2C1=O)OCC(=O)N1CCN(c2ccccc2)CC1	7	1	14	-0.4	8	17	0	-3	-2
CCC(C)NC(=O)c1cn(CCOC)c(=O)c2c1c1ccccc1n2C (centres undefined)	0	1	4	-0.1	1	-1	1	-5	0
CCNc1nc(NCC)n2c(SCC(=O)Nc3ccc(F)cc3[N+](=O)[O-])nnc2n1	17	-3	14	0.0	-18	14	-1	-3	0
COc1ccc(OC)c(N2CC(O)(c3ccccc3)[N+]3=C2SCCC3)c1 (centres undefined)	-14	-8	24	1.6	2	-5	-5	-2	-1
CCOc1ccc(C2=CC(c3ccccc3)n3ncnc3N2)cc1 (centres undefined)	10	12	25	0.5	-76	19	-4	-3	0
Cc1ccc(C(=O)Nc2ccccc2C(=O)N2CCCC(C)C2)cc1 (centres undefined)	13	-10	18	0.8	-40	10	-4	-2	-1
Cc1cc(CNC(=O)C2(C(F)(F)F)C/C(=C\CCO)CCCO2)nn1C (centres undefined)	0	-1	1	0.9	3	17	-2	-1	0
COc1ccc(CNC(=O)[C@H](C)NC(=O)C2CC(=O)N(c3ccc4c(c3)OCO4)C2)cc1 (some centres undefined)	1	16	0	-1.8	10	8	-4	15	-1
O=C(O)C1C2C=CC(C2)C1C(=O)Nc1ccc2c(c1)OCCO2 (centres undefined)	10	4	8	-1.3	-1	-2	0	-1	0
Cc1ccc(Nc2nc(CSc3nnnn3-c3ccccc3)cs2)cc1	32	10	39	10	5	31	-5	2	1
Cc1c(C)n(Cc2ccc(F)cc2)c2ccc(C(=O)NCCN3CCOCC3)cc12	11	-1	-7	-1.7	-2	-15	-2	0	0
CCNC(=O)CSc1nc2sccc2c(=O)n1-c1ccccc1	6	7	26	0.5	12	-4	1	-5	1
CCOc1ccc(N(CC(=O)Nc2c(C)cccc2C)S(=O)(=O)c2c(C)[nH]c(=O)[nH]c2=O)cc1	8	-17	-13	0.2	2	13	-1	-2	-1
CC1CN(c2ncnc3c2cnn3-c2ccc(Cl)cc2)CC(C)O1 (centres undefined)	30	13	16	-2.7	-28	32	-2	-2	2
Clc1cccc(CSc2nccn2-c2ccccc2)c1	-1	23	30	-0.5	7	33	-2	-3	0
CN1CCN(C(=O)C23CCC(C)(c4nc5ccccc5nc42)C3(C)C)CC1 (centres undefined)	15	7	7	0.4	15	9	0	-3	4
Cc1c(C(=O)N(C)CCc2cnn(C)c2)oc2c(F)cccc12	19	-10	22	-1.9	-25	13	2	-3	-2
CO/N=C/C(C#N)c1ncc(C(F)(F)F)cc1Cl (centres undefined)	-13	6	16	99*	8	19	-3	-4	-6
O=C(Nc1ccccc1F)C1CCN(S(=O)(=O)c2cccc3nonc23)CC1	-1	-9	1	-0.9	8	5	0	1	0
Cc1ccccc1-n1ncc2c1CC(C)(C)CC2NC(=O)c1snnc1C (centres undefined)	7	-3	21	-0.3	3	17	-1	-4	2
COC(=O)c1ccc(NC(=O)C2CCCN2C(=O)Nc2cccc(C(C)=O)c2)cc1 (centres undefined)	10	-1	1	-2.7	-3	4	-3	1	-3
Cc1cccc(C)c1OCC(=O)N=Nc1c(O)[nH]c2ccc(Br)cc12	6	32	53*	-1.7	3	31	-6	0	-3
CCOC(=O)N1CCN(c2cc3[nH]c(=S)[nH]c3cc2F)CC1	6	3	10	-2.2	-14	-9	2	-2	-2
N#Cc1c(N)nc2c(c1N)CC(COc1ccccc1)O2 (centres undefined)	15	5	2	-4.6	7	6	-1	-1	0
Cc1ccc(S(=O)(=O)NCC2(c3ccccc3)CCN(C)CC2)cc1	14	-4	13	0.1	4	5	1	-6	-2
CC1Cc2ccccc2N1C(=O)COC(=O)c1ccc(Cl)c(S(=O)(=O)N2CCOCC2)c1 (centres undefined)	20	17	11	-1.2	8	19	1	-4	-2
O=C(COc1cccc(C(F)(F)F)c1)N1CCN(c2ccc(O)cc2)CC1	0	-8	14	6.9	-18	14	-5	1	1
CCOc1ccc(S(=O)(=O)N2CCOCC2)cc1NC(=O)CSCC(=O)Nc1cccc(C)c1	14	7	-2	-0.4	11	9	-1	7	-2
CN(NC(=O)c1ccccc1)c1nc2ccccc2nc1C(F)(F)F	27	-14	8	2.6	4	-5	-2	1	11*
CCOC(=O)N1CCC(N2C(=O)c3ccccc3C2Nc2ccc(Cl)cn2)CC1 (centres undefined)	5	27	40	-1.6	-9	40	6	-2	0
O=C(COC(=O)C1(c2ccccc2F)CCCC1)N1CCN(C(=O)c2ccco2)CC1	7	28	7	0.1	19	17	-1	-4	-2
Cc1ccc(NC(=O)COC(=O)CN2CCCCCC2=O)cc1C	24	-2	-11	-0.9	-31	7	-4	-3	-2
Cc1cc(C)n(C(=O)c2ccc([N+](=O)[O-])cc2[N+](=O)[O-])n1	3	12	41*	-2.3	-57	49	0	10	-1
COC(=O)c1ccccc1NC(=O)c1nc2nc(C)cc(C(F)F)n2n1	11	-7	4	0.8	-3	5	-2	-2	2
Cc1ccccc1NS(=O)(=O)c1ccc(OCC(=O)NCc2cccnc2)cc1	21	21	-4	0.3	0	12	-1	0	-4
CCOC(=O)C1=C(C)N(c2ccccc2)C(=O)NC1c1cccc([N+](=O)[O-])c1 (centres undefined)	4	11	17	-0.2	2	21	0	0	-2
O=C(NCC(c1cccs1)N1CCOCC1)C1CCN(S(=O)(=O)c2c(Cl)cccc2Cl)CC1 (centres undefined)	-1	14	9	-1.6	-12	10	0	1	2
CC(C)(CN1CCCC1)NC(=O)C1CCC(=O)N(CCCN2CCOCC2)C1 (centres undefined)	7	-5	-9	-2.9	11	-1	0	-4	0
COc1ccc(NC(=O)C2CCCN2S(=O)(=O)c2ccc(C)cc2)cc1 (centres undefined)	6	-13	13	-1.8	15	3	-1	-3	-3
Cc1ccc(C(=O)NCC(=O)OCC(=O)c2cc(C)n(Cc3ccco3)c2C)cc1	13	15	4	-19	-17	18	0	0	0
Cc1ccc(N(C(C)C(=O)N2CCOCC2)S(C)(=O)=O)cc1C (centres undefined)	20	-5	11	-0.8	0	8	1	-2	1
CCCOC(=O)CCc1n[nH]c(=O)[nH]c1=O	9	-10	24	-3.0	-2	10	0	-2	0
Cc1noc(C)c1COC(=O)COc1ccc2c(C)cc(=O)oc2c1	-11	3	17	0.2	20	10	-4	3	3
COc1ccc2c(c1)CCCC21SC(NC(C)=O)=NN1C(C)=O (centres undefined)	1	10	19	1.5	21	13	1	-2	-2
Cc1c(NC(=O)CSc2nc3c(cnn3-c3ccccc3)c(=O)[nH]2)c(=O)n(-c2ccccc2)n1C	3	7	5	-1.4	-11	12	1	1	-1
Cc1ccc(CNC(=O)CO/N=C/c2ccc(C(C)(C)C)cc2)cc1	10	8	30	29	-1	5	-5	-2	0

Quoted from the entries so far for reference:
SMILES	NALP3 yeast inh	TIM10 inh	tim10-1 inh	MPTP block	APJ antag	tim23-1 inh	MIN6 prolif	APJ ag	NR3A LBD binder
CCOC(=O)C1=C(C)N(c2ccccc2)C(=O)NC1c1cccc([N+](=O)[O-])c1 (centres undefined)	4	11	17	-0.2	2	21	0	0	-2
O=C(NCC(c1cccs1)N1CCOCC1)C1CCN(S(=O)(=O)c2c(Cl)cccc2Cl)CC1 (centres undefined)	-1	14	9	-1.6	-12	10	0	1	2
CC(C)(CN1CCCC1)NC(=O)C1CCC(=O)N(CCCN2CCOCC2)C1 (centres undefined)	7	-5	-9	-2.9	11	-1	0	-4	0
COc1ccc(NC(=O)C2CCCN2S(=O)(=O)c2ccc(C)cc2)cc1 (centres undefined)	6	-13	13	-1.8	15	3	-1	-3	-3

Going on with the list.
SMILES	NALP3 yeast inh	TIM10 inh	tim10-1 inh	MPTP block	APJ antag	tim23-1 inh	MIN6 prolif	APJ ag	NR3A LBD binder
Cc1c(C(=O)O)oc2ccc(S(=O)(=O)NCc3ccc(F)cc3)cc12	-13	10	7	-0.6	3	6	-1	-1	0
Cc1ncc(N=Nc2ccccc2Cl)c(-c2ccccc2)n1	10	-13	7	0.2	19	38	4	-1	17*
O=C(COc1cc(F)ccc1[N+](=O)[O-])Nc1ccc(N2CCOCC2)cc1	5	18	3	0.4	-19	16	-4	0	2
CCn1c(SCC(=O)N2CCN(C)CC2)nc2c1c(=O)n(C)c(=O)n2C	17	12	-10	0.1	7	-8	3	-2	1
COc1cccc(C(O)Cc2nc3ccccc3n2C)c1OC (centres undefined)	9	-10	1	-0.4	-31	16	1	2	1
CCC(C(=O)Nc1cc(Cl)c(OC)cc1OC)c1ccccc1 (centres undefined)	4	8	22	0.4	-6	35	2	0	0
CCOC(=O)C(C)n1cnc2c(oc3ccccc32)c1=O (centres undefined)	13	-11	-9	0.0	7	-12	0	-2	-3

Complete entries as entered above. Order of screens: NALP3 yeast inh	TIM10 inh	tim10-1 inh	MPTP block	APJ antag	tim23-1 inh	MIN6 prolif	APJ ag	NR3A LBD binder
Entry for CCOC(=O)C(C)n1cnc2c(oc3ccccc32)c1=O (centres undefined) : 13	-11	-9	0.0	7	-12	0	-2	-3
Entry for Cc1c(C(=O)O)oc2ccc(S(=O)(=O)NCc3ccc(F)cc3)cc12 : -13	10	7	-0.6	3	6	-1	-1	0

Just NR3A LBD binder (2 entries from above):
Molecule	NR3A LBD binder
Cc1ccc(S(=O)(=O)NCC2(c3ccccc3)CCN(C)CC2)cc1	-2
Cc1c(C)n(Cc2ccc(F)cc2)c2ccc(C(=O)NCCN3CCOCC3)cc12	0
